RAD52 anneal inh = RAD52 DNA annealing inhibitors, primary screen, biochemical, FRET, single point, set 2; recombinant RAD52 DNA annealing, FRET fluorescence; inhibition, % at 18.7 µM; actives 0.46% (n = 360,000); AID 651710, 2012;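 active = every replicate showing at least 50% inhibition; inconclusive = mean inhibition at least 50% but not in every replicate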
Target sequence (P43351 whole entry, looked up): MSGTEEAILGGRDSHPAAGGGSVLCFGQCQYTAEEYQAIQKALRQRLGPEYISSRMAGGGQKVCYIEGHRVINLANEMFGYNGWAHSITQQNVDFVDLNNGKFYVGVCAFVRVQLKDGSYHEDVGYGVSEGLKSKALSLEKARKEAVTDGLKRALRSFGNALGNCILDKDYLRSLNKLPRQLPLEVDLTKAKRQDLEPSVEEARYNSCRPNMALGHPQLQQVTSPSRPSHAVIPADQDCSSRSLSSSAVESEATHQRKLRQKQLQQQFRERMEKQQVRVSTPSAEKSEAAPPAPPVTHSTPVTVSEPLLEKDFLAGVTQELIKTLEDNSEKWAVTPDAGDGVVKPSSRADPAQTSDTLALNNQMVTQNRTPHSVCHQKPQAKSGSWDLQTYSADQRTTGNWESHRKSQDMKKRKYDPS
XiGFP reactiv = activators of inactive X chromosome reactivation, primary screen, imaging, XiGFP fibroblasts, GFP high-content imaging, set 2. XiGFP mouse fibroblasts, % GFP-positive cells imaging, 3 d; cells co-treated with 5-aza-dC sensitizer; scaled so ellipticine positive control = 100%. activation, % at 7.58 µM. actives 0.055% (n = 360,000). AID 743238, 2013;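 active = mean normalized replicate activation at least 10% and every replicate at or above 10%; inconclusive = only one of the two criteria met; inactive = mean below 10% and not all replicates reach 10%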;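 also: 0% = median of on-plate neutral control wells and 100% = ellipticine 6 µM median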
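assay system = SV40-immortalized XiGFP fibroblast cells, line 68-5-11 | buffer or medium = DMEM plus 5-aza-dC sensitizer | doses = single-point pinned compound dosing | times = 3-day compound exposure, then 15 min fixation at room temperature | benchmarks = positive control ellipticine, 6 µM final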
E-sel inducer = E-selectin induction in HUVECs, primary screen, imaging, HUVEC, immunofluorescence imaging, single point. normalized: neutral wells 0, TNF-alpha wells 100. activation, % at 7.58 µM. actives 0.37% (n = 260,000). AID 686992, 2013;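 active = mean E-selectin-positive cell signal at least 10% of the positive control, reached in at least 60% of replicates, without over 20% cell loss; inconclusive = no rule given, readout overlaps actives, possibly toxicity-flagged; inactive = the rest, including those meeting only one limit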;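 also: in these data hits start at about 27%; measured in HUVEC primary endothelial cells; signal is the percent of cells scored E-selectin positive by PE staining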
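System: HUVEC / Compound: single concentration / Signal: immunofluorescence imaging / Read-out: percent E-selectin-positive cells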
esBAF inh = Bmi1 luciferase reporter increase in mESCs, primary screen, esBAF inhibitor project, mouse ES cells, Bmi1 luciferase knock-in, single point; 24 h; 100% = twice the neutral-well signal; reporter increase, % at 12.5 µM; actives 2% (n = 350,000); AID 602393, 2012; in the data active = activation above about 40%; inconclusive = no clear call, values can overlap the other calls;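 also: 0% = median of the plate's neutral control wells and 100% = double that signal; a rise in the Bmi1 reporter signal indicates esBAF inhibition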
RAD54 branch = inhibitors of human RAD54 branch migration, primary screen, biochemical, fluorescence, single point. AID 602329, 2012. inhibition, % at 10.4 µM. RAD54 Holliday junction branch migration, FAM/BHQ fluorescence. actives 0.14% (n = 360,000);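 active = mean normalized replicate activity at least 40 and at least half of replicates scoring 40 or more; inconclusive = only one of the two criteria met; inactive = mean below 40 and under half of replicates reaching 40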;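 also: 0% = median of neutral control wells and 100% = median of positive control wells; inhibitors cause a drop in the FAM fluorescence signal; in these data hits start at about 50%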
ERp5 inh = inhibitors of ERp5-driven insulin aggregation, primary screen, biochemical, turbidity, absorbance 650 nm, single point; Protein disulfide-isomerase A6 (Homo sapiens), Q15084; 90 min; inhibition, % at 9.99 µM; actives 0.05% (n = 350,000);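 active = mean replicate inhibition above about 25%, with every replicate also reaching it, limit read from the data, passing the limit was not always enough; inconclusive = only one of those two criteria met; inactive = neither criterion met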
Target sequence (Q15084 whole entry, looked up): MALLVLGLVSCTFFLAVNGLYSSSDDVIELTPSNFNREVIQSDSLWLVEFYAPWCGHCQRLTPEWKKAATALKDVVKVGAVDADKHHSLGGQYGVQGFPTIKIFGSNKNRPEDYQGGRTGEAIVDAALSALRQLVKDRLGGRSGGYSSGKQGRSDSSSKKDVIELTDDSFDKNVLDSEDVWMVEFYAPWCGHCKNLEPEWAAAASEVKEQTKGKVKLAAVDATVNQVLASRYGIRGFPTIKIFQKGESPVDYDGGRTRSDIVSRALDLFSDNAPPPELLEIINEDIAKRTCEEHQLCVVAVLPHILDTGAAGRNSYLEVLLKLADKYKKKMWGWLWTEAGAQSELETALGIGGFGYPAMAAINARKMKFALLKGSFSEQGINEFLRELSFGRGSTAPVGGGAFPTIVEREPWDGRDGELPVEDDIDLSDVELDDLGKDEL
ERAP1 HTS inh = human ERAP1 aminopeptidase inhibitors, primary screen, biochemical, single point, plate reader | inhibition, % at 10.7 µM | recombinant ERAP1, Leu-AMC fluorescence, 60 min | actives 0.15% (n = 340,000);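 active = mean replicate inhibition of at least 30%, or all replicates individually reaching that 30% level; inactive = mean below 30% and not every replicate reaching it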;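 also: 0% = neutral control wells and 100% = L-leucinethiol positive control wells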
S100A4 inh HTS = inhibitors of S100A4-myosin IIA peptide binding, primary screen, biochemical, fluorescence polarization, TAMRA-MyoIIA peptide. Protein S100-A4 (Homo sapiens), P26447. inhibition, % at 10.7 µM. actives 0.14% (n = 360,000). AID 652163, 2013;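 active = mean inhibition of at least 70% across replicates, with every replicate also reaching that level; inconclusive = mean inhibition reaches 70% but some replicates fall short; inactive = mean inhibition below 70%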
Target sequence (P26447 whole entry, looked up): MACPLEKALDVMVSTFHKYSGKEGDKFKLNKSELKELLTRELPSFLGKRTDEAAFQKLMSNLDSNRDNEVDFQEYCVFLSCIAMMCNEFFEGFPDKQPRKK
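Material: S100A4 monomer protein | Medium: HEPES pH 7.2 with CaCl2, KCl, NaCl, DTT, Triton | Reagent: Labelled myosin peptide probe, 5 nM | Doses: One dose per compound | Times: 5 min incubation before reading | Benchmarks: Neutral control DMSO, positive control TFP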
* = called active by the depositor; i = inactive; ? = inconclusive; nt = not tested or not shown; & = joins results of further samples. Hits appear at their usual frequency; 2.5% or so of the library scored in one or more.

SMILES	RAD52 anneal inh	XiGFP reactiv	E-sel inducer	esBAF inh	RAD54 branch	ERp5 inh	ERAP1 HTS inh	S100A4 inh HTS
COc1cccc(C(C)(O)c2nc(-c3csc4ccccc34)cs2)c1 (configuration not stated)	-5	-0.1	0.1	-7	-5	1	6	4
O=C1c2ccc(-c3ccc(Cl)c(C(F)(F)F)c3)cc2S(=O)(=O)c2cccc(C(=O)N3CCN(c4ccc(Cl)cn4)CC3)c21	-134	0.0	0.6	-1	-5	4	nt	4
CCN(CC)S(=O)(=O)c1ccc2[nH]c(=O)cc(C(=O)NCC(c3ccco3)N3CCCC3)c2c1 (configuration not stated)	-23	0.1	-0.1	-4	nt	-1	-2	22
C[C@@H]1CN([C@@H](C)CO)C(=O)c2cccc(NC(=O)Nc3ccccc3)c2O[C@H]1CN(C)CC1CC1	-4	-0.3	-2.6	5	-1	-7	2	-11
CN(C)C(=O)[C@H]1[C@H](CO)[C@H]2Cn3c(ccc(C4=CCCCC4)c3=O)[C@@H]1N2C	63*	0.3	0.3	2	5	-2	0	-4
Cc1cccc(C)c1NC(=O)C(c1ccc(C#N)cc1)n1c(=O)c(-c2cc3ccccc3[nH]2)nc2ccccc21 (configuration not stated)	-29	-0.1	0.8	nt	nt	0	-2	-1
CCCN(C)C[C@H]1Oc2cc(C#Cc3ccc(F)cc3)ccc2S(=O)(=O)N([C@H](C)CO)C[C@@H]1C	-36&27&18	-1.3	0.2&0.1	-3&5&-3	4&-13&-12	-15&-1&1	-2&0&-1	4&-14&-8
O=C(NC1CCCCC1)c1cccnc1Sc1ccccc1	-31	0.0	nt	-8	nt	2	1	9
CCCCNC(=O)c1nc(-c2cnc(C)cn2)oc1-c1ccc(Cl)cc1	-45	-0.1	4.0	nt	nt	-4	nt	-3
O=C(Nc1ccncc1)c1ccc(Cl)c(S(=O)(=O)N2CCc3ccccc32)c1	23	-0.1	nt	16	-3	-2	0	-9
C[C@@H]1CN([C@@H](C)CO)S(=O)(=O)c2ccc(-c3ccc(C#N)cc3)cc2O[C@H]1CN(C)Cc1cccc(F)c1	-15	-0.5	-0.2	-5	-8	0	0	0
COc1ccccc1N(CC(=O)NCC1CCCO1)C(=O)CNS(=O)(=O)c1ccc(Cl)cc1 (configuration not stated)	-19	0.2	-0.2	nt	-4	2	nt	-4
CC(=O)N1CC2(C1)[C@H](c1ccc(-c3cccc(F)c3)cc1)[C@H](CO)N2CC1CC1	-21	0.2	0.0	nt	nt	2	0	-4
C[C@H]1CN([C@@H](C)CO)C(=O)c2cc(NS(=O)(=O)c3ccc(Cl)cc3)ccc2O[C@H]1CN(C)Cc1ccc2c(c1)OCO2	-28	0.0	0.3	-1	2	5	-2	0
CCOc1cc(C(=O)OC(C)C(=O)Nc2ccc(S(N)(=O)=O)cc2)ccc1OCC(=O)N1CCOCC1 (configuration not stated)	-12	-0.1	0.5	3	0	-2	-2	-1
COc1ccc(-n2nc(C(=O)NCC(=O)N3CCCCCC3)c3ccccc3c2=O)cc1OC	-1	0.2	0.2	27	0	3	25	3
COc1ccc(NC(=O)c2oc3ccccc3c2NC(=O)C2CC2)c(OC)c1	-4	0.0	nt	-1	-13	4	-3	0
CCOc1ccccc1NC(=O)CN1c2cccc3cccc(c23)S1(=O)=O	-45	-0.1	-0.2	18	-12	-1	4	-6
Cc1cc(=O)n2nc(N3CCCC3C(=O)Nc3ccc(C(C)C)cc3)sc2n1 (configuration not stated)	-212	-0.4	nt	4	-17	-2	2	5
C[C@@H]1CN([C@@H](C)CO)C(=O)Cc2cc(NC(=O)Nc3cccc4ccccc34)ccc2O[C@@H]1CN(C)Cc1ccc(C(=O)Nc2ccccc2N)cc1	-16	-1.4	25	nt	nt	4	-1	0
C[C@@H](NC(=O)C[C@@H]1CC[C@H](NC(=O)C2CC2)[C@H](CO)O1)c1ccccc1	-5	-0.2	-0.3	4	-1	2	0	-16
COc1ccc(C2=NS(=O)(=O)N(C)C(C(=O)Nc3ccc(C)cc3)=C2)cc1	-8	-0.3	2.0	13	4	2	-1	0
CC(C)NC(=O)Nc1ccc2c(c1)C(=O)N([C@@H](C)CO)C[C@H](C)[C@H](CN(C)S(=O)(=O)c1ccc(F)cc1)OCCCC[C@H](C)O2	38	0.0	-0.1	-3	3	-3	-1	-2
COc1ccc(CNC(=O)N(C)C[C@@H]2OCc3ccccc3-c3c(n(C)c4ccccc34)C(=O)N([C@@H](C)CO)C[C@H]2C)cc1	17	-0.1	0.1	11	3	-3	-7	-32
COCC(=O)N[C@H]1C=C[C@@H](CC(=O)NCc2ccccc2OC)O[C@@H]1CO	-1&-11	-0.2&0.1	-0.4&0.1	0	-5	8&-2	1&-2	-5&-4

2 consecutive records out of the list so far, quoted:
SMILES	RAD52 anneal inh	XiGFP reactiv	E-sel inducer	esBAF inh	RAD54 branch	ERp5 inh	ERAP1 HTS inh	S100A4 inh HTS
COc1cccc(C(C)(O)c2nc(-c3csc4ccccc34)cs2)c1 (configuration not stated)	-5	-0.1	0.1	-7	-5	1	6	4
O=C1c2ccc(-c3ccc(Cl)c(C(F)(F)F)c3)cc2S(=O)(=O)c2cccc(C(=O)N3CCN(c4ccc(Cl)cn4)CC3)c21	-134	0.0	0.6	-1	-5	4	nt	4

Going on with the list:
SMILES	RAD52 anneal inh	XiGFP reactiv	E-sel inducer	esBAF inh	RAD54 branch	ERp5 inh	ERAP1 HTS inh	S100A4 inh HTS
CCS(=O)(=O)Nc1ccc2c(c1)C(=O)N(C)C[C@H](OC)[C@@H](C)CN(C(=O)NC(C)C)[C@@H](C)CO2	1	0.6	0.0	-7	3	-3	-2	-9
CCCc1cnc(Nc2nc(C(N)Cc3ccc(OC)cc3)cs2)nc1 (configuration not stated)	-17	0.1	1.3	3	-4	-8	0	13
COc1ccccc1-c1ccc([C@H]2[C@@H](CO)N(C(=O)NC3CCCCC3)[C@H]2C#N)cc1	-47	0.0	0.3	59*	-22	-12	0	5
O=C(CCc1nnc(CCCCc2ccccc2)o1)NC(c1cccnc1)C(F)(F)F (configuration not stated)	1	0.0	-2.4	nt	nt	10	3	2
C#CCOCCOCCOCCNc1nc(N2CCN(C(=O)C([C@@H](C)O)n3cc([C@@H](N)CCCCN)nn3)CC2)nc(N2CCN(C(=O)[C@H](CC(N)=O)n3cc([C@@H](N)C(C)C)nn3)CC2)n1 (some centres not stated)	10	0.1	0.3	-3	-27	3	-3	-2
CCOC(=O)c1c(NC(=O)CSc2nc3ccc(C)cc3[nH]2)sc2c1CC(C)(C)NC2(C)C	36	0.0	-0.1	-16	-6	11	4	6
O=C(COC(=O)C1CC1)NCCNC(=O)COC(=O)C1CC1	-6	0.0	-0.2	3	-5	3	-2	6
C[C@H]1CN([C@@H](C)CO)C(=O)c2cccc(NC(=O)Nc3ccc(C(F)(F)F)cc3)c2O[C@H]1CN(C)CC1CC1	21	nt	nt	0	5	1	-9	14
Cc1ccccc1CC1(CO)CCCN(C(=O)c2ccc3ncccc3c2)C1 (configuration not stated)	-12	0.0	nt	1	-10	5	13	3
COc1cc(OC)c(OC)cc1C#N	6	nt	nt	-1	9	6	nt	2
N#C[C@H]1[C@@H](c2ccccc2C2=CCCC2)[C@H](CO)N1C(=O)C1CCOCC1	-11	0.1	0.4	nt	nt	7	-3	3
CNC(=S)NC1(C)CCS(=O)(=O)C1 (configuration not stated)	-6	0.1	-0.1	nt	3	4	nt	-11
COC(=O)c1cc2c(c3c4ccccc4n(S(=O)(=O)c4ccc(C)cc4)c13)C(=O)N(CC(C)C)C2	-14	-0.1	-0.1	nt	nt	-3	-5	0
COC(=O)C(O)(NC(=O)c1ccncc1)C(F)(F)F (configuration not stated)	-2	0.0	8.6	nt	nt	2	nt	1
CCOC(=O)C(=O)Nc1ccc(OC)c(Cl)c1	-10	0.0	nt	nt	nt	2	9	10
COC(=O)N1N=C(c2ccccc2)CC1(O)C(F)(F)F (configuration not stated)	-1	nt	nt	27	nt	-1	-6	-8
COc1cc(NC(=O)C2CC(c3cccc(Br)c3)=NO2)cc(OC)c1OC (configuration not stated)	-11	0.0	nt	-4	-5	-6	1	0
CC(=O)Nc1ccc(Sc2ncccc2C(=O)Nc2ccc(F)cc2)cn1	-17	nt	nt	-4	9	4	1	9
CCOC(CCNC(=O)CCC(=O)Nc1ccc2nc(N3CCN(C)CC3)cc(C)c2c1)OCC	12	0.0	nt	0	8	0	0	-1
COc1ccc(S(=O)(=O)N2CCc3ccccc32)cc1C(=O)NCc1ccco1	-13	-0.1	0.7	4	0	2	3	-2
Cc1noc(C)c1NC(=O)N(C)C[C@@H]1Oc2ccc(NS(=O)(=O)c3cccs3)cc2C(=O)N([C@@H](C)CO)C[C@H]1C	-1	0.0	-7.4	7	3	1	0	-3
CN(C)CC(=O)N[C@@H]1CC[C@H](CCNC(=O)C2CCC2)O[C@@H]1CO	0	0.2	-0.2	-3	-1	3	-1	3
O=C(Nc1ccc(Oc2ccccc2)nc1)C1CCN(Cc2ccccc2)CC1	-36	0.1	-0.2	-8	-10	-2	-1	5
CCOC(=O)c1cnc(-c2ccc(C(F)(F)F)cn2)[nH]c1=O	-29	?	0.0	nt	15	3	3	-3
N#C[C@@H]1[C@@H](c2ccc(C3=CCCC3)cc2)[C@@H](CO)N1c1nc(-c2ccccc2)cs1	-26	0.3	-0.2	-4	10	-1	-2	27

Later entries
SMILES	RAD52 anneal inh	XiGFP reactiv	E-sel inducer	esBAF inh	RAD54 branch	ERp5 inh	ERAP1 HTS inh	S100A4 inh HTS
COc1cc2c(cc1OC)-c1cc(Nc3ccccc3)nc(=O)n1CC2	-1	0.0	-0.5	nt	-2	7	2	-2
CCNC(=O)C[C@H]1C=C[C@@H](NC(=O)NC2CCCCC2)[C@H](CO)O1	-8	-0.5	0.4	0	-5	2	-5	-36
CC(=O)c1ccccc1OC(=O)c1ccc(-c2ccccc2)cc1	-19	0.0	nt	14	-15	1	nt	-2
COc1ccc(S(=O)(=O)NC(C)C(=O)NCc2ccc3c(c2)OCO3)cc1OC (configuration not stated)	-2	0.0	nt	1	-6	-1	0	2
COc1ccc(-c2cc(C(=O)Nc3cc(C)nn3-c3ccccc3)no2)cc1OC	-15	-0.1	-0.1	-12	3	-1	1	-2
Cc1ccccc1OCCn1cc(C(=O)C(=O)N2CCOCC2)c2ccccc21	-8	0.1	nt	nt	nt	1	0	7
C=CCC1=C/C(=C\c2c(N)n3nc(CC(=O)N4CCOCC4)sc3nc2=O)C=C(OC)C1=O	i	0.1	nt	-1	-185	-1	2	-2
COc1cccc(C(=O)Nc2c(C(N)=O)oc3ccccc23)c1	-7	0.3	1.2	2	7	-3	1	-2
CCc1ccccc1NC(=O)Cn1nc(C)n2cccc2c1=O	-12	0.0	nt	-4	8	-1	0	-7

Screening data from PubChem.
